# S3 lipid droplet: qHTS Assay for Lipid Storage Modulators in Drosophila S3 Cells. Drosophila S3 cells, BODIPY lipid droplet fluorescence, 18-24 h; cells fed with added oleic acid. lipid storage change, negative = inhibition, % at the top dose, mostly 46.1 µM; hits show Potency in µM. hit rate 0.64% among 320,000. AID 2685; active means well fitted inhibition curve with a large enough effect in the signal ratio, with a control signal flat, not every such curve was filed as active; inconclusive means small, poorly fitted or top-dose-only effect, or effect the other way, or a change in a side signal; the % refers to the signal ratio
#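 Drosophila S3 cells got compounds at several concentrations plus oleic acid (400 uM solution). Laser-scanning cytometry with 488 nm excitation read lipid droplets at 500-530 nm and cells at 575-640 nm. Percent activity was relative to 20 uM Triacsin C.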
# S3 lipid droplet cell count max: further read-out of S3 lipid droplet, marked with its call; cell number change, %; measured here: cell count max response;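 cells counted by Cell Tracker Red CMTPX staining in the red channel; peak over a dose series mostly up to 46.1 µM; percent activity relative to internal control wells on each plate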
# * marks the source's active call; other numbers are inactive results; i = inactive; ? = inconclusive; . = no result given; [ ] = dose if it differs, or a comment. On the % scale 0 is the no-effect control and ±100 the full control effect; potency means the concentration at half of the fitted maximal effect.
S3 lipid droplet	S3 lipid droplet cell count max	molecule
16.9%	14.6	CCCC(=O)C1=C(O)C(C(=O)OC)C(C)(C)CC1=Nc1ccc(C)cc1 (stereo not drawn)
?	.	C=CCN=C(NC#N)SC
9.9%	6.1	O=C(Nc1ccc(-c2cscn2)cc1)C1CCCN(Cc2ccc(CO)o2)C1 (stereo not drawn)
-10.7%	-1.0	Cc1nnc(C)c2c(C)n(-c3ccccc3N)c(C)c12
?	.	COc1ccc(CNC(=O)CN(Cc2ccc(OC)cc2)C(=O)CCC(=O)Nc2nccs2)cc1
?	.	NS(=O)(=O)c1ccc(Nc2nc(-c3ccc(O)cc3O)cs2)cc1
24.6%	8.4	CCOC(=O)C1=C(N)N2C(=O)C(C)SC2=C(C(=O)OCC)C1c1ccc(O)cc1 (stereo not drawn)
?	.	CCc1c(C(=O)Nc2cc(C)ccc2OC)[nH]c(C)c1C(C)=O
-10.7%[0.0737 µM]	.	COc1ccc(CCC(=O)Nc2cc3c4c(c2)CCC(=O)N4CCC3)cc1
?	.	O=C(O)c1cccc(NC(=S)N/N=C/c2cccc(O)c2)c1
-11.6%	-3.7	Cc1ccc(/C=C/C(=O)N2CCC(Cc3ccccc3)CC2)cc1
?	.	Cc1cc(C)c(C(=O)NC2CCCc3c2cnn3-c2cccc(C)c2C)o1 (stereo not drawn)
?	.	CCOC(=O)N1CCN(C(=O)Nc2ccccc2Cl)CC1
23.8%	1.9	CCc1nnc(N/N=C/c2cc(C)c(C)cc2C)n1N
4.1%	-0.2	Cc1ccc(-n2c(SCC(=O)NCCN3C(=O)CSC3=O)nnc2-c2ccccc2)cc1C
?	.	COc1ccc(-c2csc(N)n2)cc1
?	.	COc1cc(CNCc2cccs2)ccc1OCC(N)=O
?	.	Cc1ccc(-c2nc(CNC(=O)c3ccco3)cs2)cc1
-8.7%	-15.1	Cc1ccc(CN2CCNC(=O)C2CC(=O)NCCCn2ncc3ccccc32)o1 (stereo not drawn)
-1.1%	8.2	Cc1ccc(C(=O)N/N=C/c2ccc(-c3cccc(Cl)c3)o2)cn1

# The list continues:
S3 lipid droplet	S3 lipid droplet cell count max	molecule
-0.1%	12.3	CCOc1ccc(-c2nc(C#N)c(NCc3ccco3)o2)cc1
?	.	O=C(CCNS(=O)(=O)c1ccc(OC(F)(F)F)cc1)N1CCN(S(=O)(=O)c2cccc(F)c2)CC1
?	.	O=C(COC(=O)c1ccc(Cl)cc1O)NC(=O)C1CCCCC1
?	.	COC(=O)CCC(=O)Nc1cccc2c(NC(=O)CCC(=O)OC)cccc12
-10.9%	1.4	CCS(=O)(=O)NCC(c1cccnc1)N1CCN(c2ccc(OC)cc2)CC1 (stereo not drawn)
?	.	CCOC(=O)c1c(NC(=O)COc2ccc3ccc(=O)oc3c2)sc(C(=O)N(C)C)c1C
?	.	Cc1nn(Cc2ccccc2Cl)c(C)c1NC(=O)CCCn1nc([N+](=O)[O-])c(Cl)c1C
0.9%	7.8	CN(C(=O)C1CCC(=O)N(Cc2ccccc2F)C1)C1CCOCC1 (stereo not drawn)
?	.	CCNNC(=O)C(O)(c1cccc(C)c1)c1cccc(C)c1
-17.4%	-20.7	CCn1ncc([N+](=O)[O-])c1C(=O)Nc1c(C)nn(Cc2ccc(F)cc2)c1C
?	.	Cc1cc(C)n(S(=O)(=O)c2cc(C)c(C)cc2C)n1
?	.	CCOC(=O)CC(NS(=O)(=O)c1ccc(OC)c(C)c1)c1cccc([N+](=O)[O-])c1 (stereo not drawn)
18.9%[9.22 µM]	.	Cc1ccccc1CNc1nc(N)n(-c2ccccc2)n1
i	18.6	O=C(O)/C(=C/c1ccco1)NC(=O)c1ccc(Br)o1
?	.	COCCN1C(=O)C(=O)/C(=C(/O)c2ccc(S(=O)(=O)N3CCOCC3)cc2)C1c1ccc(OC)c(OC)c1 (stereo not drawn)
?	.	CC(C)(C)c1ccc(C(=O)NCc2nnc(SCC(=O)NCC3CCCO3)o2)cc1 (stereo not drawn)
?	.	CCOc1ccc(NC(=O)CSc2nc3ccccc3c(=O)n2CCCC(=O)NCC2CCCO2)cc1 (stereo not drawn)
6.8%	1.7	CCN(CC)C1CCN(C(=O)c2cc(COc3ccc(F)cc3Cl)on2)C1 (stereo not drawn)
28.3%	-6.2	Cc1cc(NC(=O)CSc2c[nH]c3ccccc23)no1
8.1%	11.8	O=C(Cc1cccs1)N1CCN=C1SCc1ccc(F)cc1

# Entries of single compounds as entered above.
# O=C(O)/C(=C/c1ccco1)NC(=O)c1ccc(Br)o1 as listed: S3 lipid droplet = i; S3 lipid droplet cell count max = 18.6
# COCCN1C(=O)C(=O)/C(=C(/O)c2ccc(S(=O)(=O)N3CCOCC3)cc2)C1c1ccc(OC)c(OC)c1 (stereo not drawn) as listed: S3 lipid droplet = ?; S3 lipid droplet cell count max = .

# Other compounds follow.
S3 lipid droplet	S3 lipid droplet cell count max	molecule
-2.6%	0.3	CCOc1ccc(N=Nc2c(=O)[nH]n3c(=O)c4c([nH]c23)CCCC4)cc1
?	.	Nc1cc(Cl)ccc1N1CCOCC1
-6.3%[0.0737 µM]	.	Cc1ccc2sc(N(CCCN(C)C)C(=O)c3ccc(S(=O)(=O)N4CCc5ccccc5C4)cc3)nc2c1C
17.8%	-0.2	Cc1ccc(S(N)(=O)=O)cc1NC(=O)/C=C/c1cccs1
?	.	CCCC(C(=O)O)n1c(O)c(C=C2N=c3ccccc3=N2)sc1=S (stereo not drawn)
?	.	O=C(Nc1n[nH]c(C(F)(F)F)n1)C1CC1
?	.	CCOC(=O)c1cc(S(=O)(=O)NCCc2ccccc2)cn1C
i	-1.8	COc1ccccc1OCCn1ccnc1
?	.	O=[N+]([O-])c1cc(/C=N/n2c(-c3cccnc3)n[nH]c2=S)ccc1Cl
0.8%	4.3	COc1ccc(C(=O)NNC2=NC(C)(C)Cc3ccccc32)cc1
?	.	Cn1nccc1C(=O)Nc1ccc2c(c1)OCCO2
-0.8%	10.9	CCN(CC)c1nc2c(c(=O)[nH]c(=O)n2C)n1Cc1ccccc1
-19.8%	-24.5	Cc1ccc(C(=O)O)cc1NC(=S)NC(=O)c1ccc(-c2ccccc2)cc1
-23.5%	-1.6	COc1ccc(C(=O)Nc2ccc(NC(=O)c3cccs3)c(OC)c2)cc1Cl
?	.	Cc1cc(C)cc(NC(=O)CNC(c2ccccc2)c2ccccc2)c1
3.9%	-6.0	NC(=O)c1cnn(C2CCS(=O)(=O)C2)c1 (stereo not drawn)
7.1%	-7.6	COc1ccc(/C=C2/CCCC(C(=O)C(F)(F)F)=C2O)cc1OC
5.8%	14.5	CC1=C(C#N)C(NC(=O)C2CCCCC2)(C(F)(F)F)C(=O)N1 (stereo not drawn)
8.3%	-3.1	CCn1c(=O)cc(SCC(=O)Nc2cc(OC)c(OC)c(OC)c2)c2ccccc21
-14.1%	-1.1	Nc1n[nH]c(C2CCCCC2)n1

# Copied from the list.
# For S3 lipid droplet, COc1ccc(C(=O)Nc2ccc(NC(=O)c3cccs3)c(OC)c2)cc1Cl has the entry -23.5%
# For S3 lipid droplet, Cc1ccc(C(=O)O)cc1NC(=S)NC(=O)c1ccc(-c2ccccc2)cc1 has the entry -19.8%

# Continued.
S3 lipid droplet	S3 lipid droplet cell count max	molecule
?	.	Cc1ccc(NC(=O)CSc2nc3ccccc3nc2N2CCCC2)cc1
?	.	N=C1/C(=C\c2ccc(OC(=O)c3ccccc3)cc2)C(=O)N=C2SC(N3CCOCC3)=NN12
i	.	Cc1cccc(CCNC(=O)C2CCCN(S(=O)(=O)c3cccc4nsnc34)C2)c1 (stereo not drawn)
?	.	CCOC(=O)C1=C(C)NC(C)=C(C(=O)OCC)C1C(=O)OCC(=O)N1CC(C)OC(C)C1 (stereo not drawn)
?	.	CCN1CCN(CCCNC(=O)c2csc3c2CCCCC3)CC1
?	.	COc1ccc(NC(C)=O)cc1S(=O)(=O)N1CCn2cccc2C1C (stereo not drawn)
?	.	CC(C)c1onc(C(=O)NCc2cccs2)c1[N+](=O)[O-]
?	.	CC(=O)c1ccc(OCc2cc(C(=O)N(C)Cc3ncc(C)[nH]3)no2)cc1
1.6%	-24.3	CC(=O)NC1=NN(C(C)=O)C(C)(CS(=O)(=O)c2ccc3ccccc3c2)S1 (stereo not drawn)
?	.	CC(=O)Nc1ccc(S(=O)(=O)Nc2cc(C)cn(Cc3ccccc3)c2=O)cc1
11.9%	15.2	O=C(CN1C(=O)C2CC=CCC2C1=O)NCC(=O)Nc1ccc(F)c(F)c1F (stereo not drawn)
20.5%	.	CC(C)CN(C(=O)COC(=O)C(C)N1C(=O)c2ccccc2C1=O)c1c(N)n(Cc2ccccc2)c(=O)[nH]c1=O (stereo not drawn)
?	.	O=C(CCN1C(=O)C2CC=CCC2C1=O)Nc1cc(C(F)(F)F)ccc1N1CCCC1 (stereo not drawn)
?	.	CCNc1ccccc1C(=O)O
?	.	O=C(COC(=O)c1ccc[nH]c1=O)NCCc1ccc(F)cc1
-8.6%	0.6	O=C(CCNS(=O)(=O)c1ccc(Br)s1)NCc1ccc(F)cc1
4.0%	20.5	O=C(Nc1ccccc1F)NC1CC1
?	.	Cc1c(NC(=O)CN2C(=O)NC(C)(c3ccc(OC(F)F)cc3)C2=O)c(=O)n(-c2ccccc2)n1C (stereo not drawn)
-0.3%	-2.0	O=C(COc1ncnc2sccc12)NC1CCCc2ccccc21 (stereo not drawn)
2.7%	-15.2	Cc1ccc(NC(=O)COC(=O)C(CC(C)C)N2C(=O)C3CC=CCC3C2=O)c(C)c1 (stereo not drawn)

# Next section.
S3 lipid droplet	S3 lipid droplet cell count max	molecule
?	.	O=C(CN1C2=NCCN2c2ccccc21)c1ccc2c(c1)OCO2
?	.	COc1ccc(NC(=S)NCc2ccccc2)c(OC)c1
?	.	CCOc1cccc(CN2CCC(Oc3ccc(C(=O)N4CCCC4)cc3)CC2)c1
?	.	CN(C)c1ccc(C(=O)/C=C/c2ccc(Br)cc2)cc1
14.3%	.	Cc1cccn2c(=O)c3cc(C(=O)NCc4ccco4)c(=N)n(CCOCCO)c3nc12
?	.	CCc1cccc(NC(=O)CN2C(=O)NC3(CCCCCCC3)C2=O)c1
-7.3%	9.3	CCCCn1c(CCCNC(=O)c2ccco2)nc2ccccc21
?	.	CCn1ccc(C(=O)Nc2ccccc2Cl)n1
-16.2%	-11.6	COCCNC(=S)N1CCCN(c2nc3cc(C)ccc3cc2C#N)CC1
i	-12.9	COC(=O)c1cc(S(=O)(=O)N2CCN(C(=O)c3ccco3)CC2)cn1C
-14.1%	-4.5	CC(C)CNC(=S)N1CCN(c2nc3ccccc3s2)CC1
?	.	N#CC1=C(N)Oc2c(O)cc3ccccc3c2C1c1ccsc1 (stereo not drawn)
?	.	Cc1nc2ccc(NC(=O)c3ccco3)cc2nc1C
-24.0%	.	COc1cccc(C(=O)NC2CC3CCCC(C2)N3CC(=O)Nc2ccccc2)c1 (stereo not drawn)
17.9%	-10.7	Cc1cc2[nH]c(=O)c(=O)[nH]c2cc1S(=O)(=O)NCc1ccc(Cl)cc1
?	.	CC(C)(C)c1ccc(NC(=O)CSc2nnc(-c3n[nH]c4ccccc34)o2)cc1
?	.	COC(=O)[C@@H](NC(=O)NC(C)CCc1ccccc1)C(C)C (stereo partly drawn)
-0.4%	-2.2	Cc1cc(C)cc(N(C(=O)c2ccccn2)C(C(=O)NC2CCCCC2)c2cccs2)c1 (stereo not drawn)
?	.	CC1CC1C(=O)OCC(=O)Nc1ccccc1Oc1ccccc1 (stereo not drawn)
?	.	Cc1ccccc1NC(=O)C(=O)NCC1CCCN1S(=O)(=O)c1cccs1 (stereo not drawn)

# Arranged by count of non-hydrogen atoms (descending): some entries from above
S3 lipid droplet	S3 lipid droplet cell count max	molecule
-8.7%	-15.1	Cc1ccc(CN2CCNC(=O)C2CC(=O)NCCCn2ncc3ccccc32)o1 (stereo not drawn)
-10.7%[0.0737 µM]	.	COc1ccc(CCC(=O)Nc2cc3c4c(c2)CCC(=O)N4CCC3)cc1
?	.	O=C(O)c1cccc(NC(=S)N/N=C/c2cccc(O)c2)c1

# (next part)
S3 lipid droplet	S3 lipid droplet cell count max	molecule
-3.4%	0.1	COc1ccc(Cc2nnc(N/N=C(\C)c3ccccc3)[nH]c2=O)cc1OC
?	.	CC(=O)Nc1ccc(S(=O)(=O)Nc2nccc(/C=C/c3ccccc3F)n2)cc1
?	.	O=C1CC2(CCN(C(=O)c3c(F)cccc3F)CC2)Oc2ccccc21
?	.	CCOC(=O)c1c(C)[nH]c(C(=O)COC(=O)/C=C/c2ccc(OCC#N)c(OC)c2)c1C
?	.	Cc1ccc(S(=O)(=O)N2CCOCC2)cc1NC(=O)COC(=O)c1ccc2c(c1)OCO2
?	.	CC12CN3CC(C)(CN(C1)C3c1ccc(Cl)cc1Cl)C2=O (stereo not drawn)
i	27.7	Clc1ccc(CN2CCN(c3ncccn3)CC2)cc1
?	.	CS(=O)(=O)N(CC(O)CON=C1c2ccccc2-c2ccccc21)c1ccc(F)cc1 (stereo not drawn)
16.7%	23.2	CCCc1cc(C(=O)NNC(=S)NC2CCCCC2)cs1
?	.	O=C(CSc1nnc2ccccn12)NCc1cccs1
-5.0%	-9.1	COc1cc(/C=N/NC(=O)c2ccoc2C)ccc1O
?	.	CCCCc1nnc(NC(=O)c2ccc3c(=O)n4c(nc3c2)CCC4)s1

# Compound activity deposited in PubChem by National Center for Advancing Translational Sciences (NCATS).

# The list is partial, so the mix of outcomes need not match the whole.
